Screening data deposited in PubChem BioAssay by several laboratories.
Rv3671c protease: inhibitors of M. tuberculosis serine protease Rv3671c; actives 0.048% (n = 320,000); inhibition, % at 5.96 µM; AID 2606; P9WHR9; in the data active = inhibition above about 38%;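 also: extracellular domain of Rv3671c used as enzyme; 0% = enzyme with DMSO and 100% = no enzyme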
BoNT A protease: blocks Botulinum neurotoxin A light chain protease; inhibition, % at 10 µM; multiplex microsphere protease substrate cleavage, flow cytometry; actives 0.17% (n = 360,000); also: plate controls were buffer without enzyme for full effect and enzyme alone for no effect
VHR inh abs: DUSP3 (human) phosphatase inhibition; recombinant VHR phosphatase, pNPP absorbance; inhibition, % at 13.3 µM; actives 0.52% (n = 290,000); AID 1654; in the data active = inhibition above about 50%; also: some compounds called inactive have numbers as strong as hits
Target sequence (P51452 whole entry, looked up): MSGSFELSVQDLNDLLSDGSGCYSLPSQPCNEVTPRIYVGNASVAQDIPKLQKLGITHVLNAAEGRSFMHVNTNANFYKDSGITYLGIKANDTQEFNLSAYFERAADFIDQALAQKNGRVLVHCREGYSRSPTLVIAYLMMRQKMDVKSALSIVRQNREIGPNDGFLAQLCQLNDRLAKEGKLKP
PrPC TRFRET: inhibitors of human cell surface prion protein PrPC; actives 0.43% (n = 370,000); inhibition, % at 13.8 µM; TR-FRET read-out; in the data active = inhibition above about 24%; also: 0% = median of the test wells and 100% = reference compound wells
Anthrax LF inh2: inhibitors of Bacillus anthracis lethal factor protease; P15917; multiplex microsphere protease cleavage assay, LF; inhibition, % at 10 µM; actives 0.12% (n = 360,000); AID 588501; also: plate controls were buffer without enzyme for full effect and enzyme alone for no effect
Target sequence (P15917 whole entry, looked up): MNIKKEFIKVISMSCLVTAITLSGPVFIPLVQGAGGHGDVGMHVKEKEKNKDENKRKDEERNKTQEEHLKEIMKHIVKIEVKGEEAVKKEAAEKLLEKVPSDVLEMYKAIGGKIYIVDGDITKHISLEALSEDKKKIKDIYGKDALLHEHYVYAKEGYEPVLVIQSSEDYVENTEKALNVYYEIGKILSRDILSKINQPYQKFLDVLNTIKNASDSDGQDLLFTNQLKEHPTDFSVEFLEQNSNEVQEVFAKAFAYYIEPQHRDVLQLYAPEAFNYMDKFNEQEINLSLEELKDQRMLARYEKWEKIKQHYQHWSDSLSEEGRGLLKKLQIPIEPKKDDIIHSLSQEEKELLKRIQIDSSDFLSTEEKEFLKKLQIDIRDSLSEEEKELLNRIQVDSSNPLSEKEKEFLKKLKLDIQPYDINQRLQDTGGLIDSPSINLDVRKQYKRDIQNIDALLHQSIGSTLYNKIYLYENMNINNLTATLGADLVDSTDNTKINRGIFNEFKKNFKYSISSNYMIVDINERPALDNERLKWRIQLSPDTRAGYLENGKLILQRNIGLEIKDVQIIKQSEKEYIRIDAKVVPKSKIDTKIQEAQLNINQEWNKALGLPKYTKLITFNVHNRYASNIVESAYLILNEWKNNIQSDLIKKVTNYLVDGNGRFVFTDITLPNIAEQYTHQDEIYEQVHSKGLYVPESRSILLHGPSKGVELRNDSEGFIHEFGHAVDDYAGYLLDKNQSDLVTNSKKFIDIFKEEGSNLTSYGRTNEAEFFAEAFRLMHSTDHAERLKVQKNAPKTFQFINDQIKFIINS
PriA SSB inh: blocks PriA binding to SSB C-terminal tail. AlphaScreen SSBct-PriA binding, biotinylated peptide. inhibition, % at 33 µM. actives 0.6% (n = 430,000). AID 1272365; in the data active = inhibition mostly above about 37%, no sharp cut-off; inactive = mostly below about 20%;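 also: plate controls were negative control peptide for no effect and reference peptide for full effect; strong numbers were not always called active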
3CLpro inhibitor: SARS-CoV 3CLpro protease inhibition; AID 1706; actives 0.14% (n = 290,000); recombinant SARS-CoV 3CLpro, quenched FRET peptide cleavage; inhibition, % at 6 µM; P0C6X7; in the data active = inhibition above about 12%
MazEF act: MazEF (E. coli) toxin RNase activation | actives 0.32% (n = 350,000) | FAM/BHQ RNA-DNA oligo cleavage fluorescence, 5 h | P0AE70 | activation, % at 20 µM | AID 504720; in the data active = activation above about 50%
Target sequence (P0AE70 whole entry, looked up): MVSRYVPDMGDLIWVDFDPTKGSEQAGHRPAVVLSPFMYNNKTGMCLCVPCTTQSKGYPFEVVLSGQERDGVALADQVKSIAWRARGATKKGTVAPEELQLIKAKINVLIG
CCHFV vOTU inh: blocks the CCHF virus ovarian tumor domain protease | CCHFV vOTU protease, Pep-AMC fluorescence | AID 651958 | inhibition, % at 11.5 µM | actives 0.55% (n = 370,000); in the data active = inhibition above about 30%; also: 0% = vehicle wells with enzyme and 100% = no enzyme wells
BoNT F protease: blocks Botulinum neurotoxin F light chain protease; Multiplex microsphere protease cleavage assay, flow cytometry; inhibition, % at 10 µM; actives 0.22% (n = 360,000); in the data active = inhibition above about 35%, passing the limit was not always enough; inconclusive = no clear call, values can overlap the other calls; also: plate controls were buffer without enzyme for full effect and enzyme alone for no effect
Numbers without * were called inactive; ? = inconclusive; · = not tested or not shown; & = joins results of further samples. Rule as the data show it, unless noted: active = inhibition above about 30%; inconclusive = no clear call, values can overlap the other calls; inactive = below that. An excerpt, so the mix of outcomes need not match the whole.

SMILES	Rv3671c protease	BoNT A protease	VHR inh abs	PrPC TRFRET	Anthrax LF inh2	PriA SSB inh	3CLpro inhibitor	MazEF act	CCHFV vOTU inh	BoNT F protease
Nc1nnc2cc(Br)ccc2n1	·	1.3	·	-36	-5	·	·	-52	-14	7
Cc1cc(C(C)(C)C)oc1C(=O)N(CC(=O)NC1CCCC1)Cc1ccccc1Cl	-9	-1.6	-13	14	-4	1	-8	-1	7	-4
Cc1ccc(NC(=S)NNC(=S)NNc2ccccc2)cc1C	·	0.1	·	-1	1	·	·	-8	-6	-1
Cc1ccccc1S(=O)(=O)Oc1ccccc1C(=O)Oc1ccccc1	-5	0.0	38	-2	-1	4	1	-2	6	-6
COc1ccc(OCC(=O)NS(=O)(=O)c2ccccc2)cc1	9	0.1	17	0	20	-1	-8	4	1	-7
Cc1cc(C(C)(C)C)oc1C(=O)N(CC(=O)NC1CCCC1)c1c(C)cccc1C	14	-1.4	10	4	-5	-3	7	0	8	-8
O=S(=O)(c1ccccc1)c1cnn(-c2ccccc2)c1-c1ccc(F)cc1	-10	0.2	18	-3	-10	-4	7	-4	3	-7
FC(F)Sc1ccc(NC(=S)NCc2ccccc2)cc1	-16	-0.3	-2	3	-2	-36	3	5	-3	-2
Cc1cc(N/C=C\C(=O)c2ccc(Cl)c(Cl)c2)no1	1	0.8	14	-3	2	-24	-1	-9	0	12
Cc1ccc(C(=O)NCC(=O)N2CCCN(S(=O)(=O)c3ccc(C)cc3)CC2)cc1	·	·	·	-6	·	-9	·	-3	1	·
CCc1cccc(C)c1NC(=S)NCC1CCN(c2ccc(OC)cc2)C1 (configuration not stated)	6	0.1	-3	5	-10	26	1	-4	2	-23
Cc1cc(CNC(=O)COC(=O)C2CC3CCCC(C2)C3=O)cc(C)c1O (configuration not stated)	0	0.7	·	6	0	2	·	3	-7	3
O=C(CN1CCOCC1)Nc1c(Cl)cc(Cl)cc1Cl	9	0.1	-1	-2	3	-24	2	4	10	6
CCCCC(=O)Nc1c2c(nn1-c1cccc(C)c1C)CS(=O)(=O)C2	1	-2.9	13	-6	-3	1	-1	-15	20	-8
O=C(CCC(=O)c1ccccc1)Nc1cccnc1	0	0.1	27	9	2	-13	-1	3	-4	7
C/C(=N\NC(=O)Cn1c(C)nc2ccccc21)c1cccs1	-3	0.4	4	5	2	·	3	-12	-9	-6
CCOC(=O)N1CCN(CCC(=O)Nc2ccccc2)CC1	-3	1.0	0	-2	-9	-9	2	11	-7	?
OCCc1ccc(-c2ccc(Cl)cc2)o1	5	-0.7	12	-1	-2	0	-2	0	5	-7
COc1ccc(S(=O)(=O)Cc2ccc(C(=O)NCc3ccccn3)o2)cc1	-3	0.6	38	1	4	10	-1	0	-1	0
CC1CCN(C(=O)CSc2nc3c(cnn3-c3ccccc3)c(=O)[nH]2)CC1	4	-1.0	-8	-6	1	-13	1	5	9	-10
CCOc1cc(N2CCOCC2)c(OCC)cc1NC(=O)CN1C(=O)NC(CC)(c2ccc(F)cc2)C1=O (configuration not stated)	·	0.0	·	-6	-14	15	·	7	1	11
O=C(CCl)NN=C(c1ccccc1)c1ccccc1	5	-0.4	13	6	-7	-10	10	59*	-10	-2
Cc1cc(=O)[nH]c(N2CCCNCC2)n1	-2	-6.9	54*	·	-8	-4	-3	11	·	6
COc1ccc(Cl)cc1C(=O)Nn1c(C)nc2ccccc2c1=O	6	-0.2	37	8	-2	-10	10	6	-7	-7
Cc1cc(C)c2nc(N3CCCN(C(=O)c4ccco4)CC3)c(C#N)cc2c1	0	6.0	-8	-3	2	-4	1	1	-11	1
Other entries.
SMILES	Rv3671c protease	BoNT A protease	VHR inh abs	PrPC TRFRET	Anthrax LF inh2	PriA SSB inh	3CLpro inhibitor	MazEF act	CCHFV vOTU inh	BoNT F protease
O=C(NNC(=O)c1ccc([N+](=O)[O-])o1)c1ccccc1	7	0.2	-8	-16	-2	-4	2	5	9	7
COc1ccc(Br)cc1CN(C)C(=O)c1ccc2c(c1)NC(=O)C(C)S2 (configuration not stated)	-2	0.6	-5	6	1	-2	3	-2	-3	2
CC(=O)c1ccc(OC(=O)N(C)c2ccccc2)cc1	8	0.0	-6	2	2	-25	2	8	-20	1
CC(C)CC1(C)NC(=O)NC1=O (configuration not stated)	-1	-0.8	1	-4	0	-8	-2	-1	5	6
Cc1c(/C(O)=C2/C(=O)C(=O)N(CCN(C)C)C2c2ccc(C(C)C)cc2)cnn1-c1ccccc1 (configuration not stated)	6	·	22	-4	·	·	0	6	-16	·
O=C(Nc1cccc(OC(F)(F)F)c1)c1ccc(-c2cccnc2)c2ccoc12	·	0.0	·	-9	0	·	·	·	22	7
Nc1nc2ccc(Br)cc2s1	·	-0.6	·	-3	-15	-6	·	-1	-7	-12
O=S(=O)(c1cccc(C(F)(F)F)c1)N1CCN(c2ccccc2)CC1	1	1.3	-12	3	-3	-4	7	-8	8	9
O=C(c1cc(COc2c(F)cccc2F)on1)N1CC[C@@H]2CCCC[C@H]2C1	·	-0.1	·	-4	0	·	·	-5	12	0
Cc1cnc(C(=O)OCC(=O)NCc2ccc(Cl)cc2)cn1	-8	-0.4	·	1	-2	1	·	-2	7	-12
COc1cc(NC(=O)c2cc(C)on2)cc(C(=O)Nc2cccc(C(F)(F)F)c2)c1	-170	-0.2&-0.8	4	12&20	-4&-6	1	·	2&-2	3&14	-1&-2
C[C@@H](CN1C(=O)C(=O)NC[C@@H]1C)NC(=O)CC12CC3CC(CC(C3)C1)C2	-13	-0.5	1	-2	-1	-4	-2	3	3	3
O=C(COc1ccc(S(=O)(=O)NCc2ccccc2)cc1Cl)NCc1ccccn1	-3	13	-25	-9	22	-13	-1	5	4	68*
Cc1ccc(NC(=O)COC(=O)C2CC2(Cl)Cl)cc1C (configuration not stated)	1	0.4	15	5	3	-10	-3	4	4	-2
Cc1ccc(C(=O)/C=C/c2ccc(-c3ccc(C)cc3)o2)cc1	-1	41*	21	-1	14	6	4	-32	5	3
COc1ccc(/C=c2/sc3nc(-c4ccccc4)c(-c4ccccc4)n3c2=O)cc1	2	0.8	-8	-3	1	·	-2	-7	-3	6
Cc1ccc(S(=O)(=O)NCC(=O)N(CC(=O)NCc2ccco2)Cc2ccc(F)cc2)cc1	-5	-2.3	25	7	-1	12	-3	9	16	-2
Cc1ccc([C@@H]2C[C@H]3[C@@H](CN2S(=O)(=O)c2ccc(Cl)cc2)C(=O)C[C@@H](c2cccc(Cl)c2)N3S(=O)(=O)c2ccc(C)cc2)cc1	·	-0.6	·	13	-7	·	·	-5	29	-7
O=C(Nc1cccc2cccnc12)c1ccccc1Br	-4	0.6	·	-10	1	-17	·	-12	4	4
O=[N+]([O-])c1cccc(C(=Nc2ccccc2)NO)c1	4	-0.4	37	-12	-1	2	1	4	13	0
O=C(N/N=C\c1ccoc1)c1ccco1	6	-1.0	18	-4	-2	·	-5	2	11	2
O=C(CSc1ccccn1)Nc1cccc(NC(=O)CSc2ccccn2)n1	-8	0.4	30	-1	-3	-8	-3	15	-8	5
CCOC(=O)c1cnn(-c2cc(C)nc3c(-c4ccccc4)cnn23)c1N	9	-0.5	8	-6	-3	-9&-4	-1	9	11	10
CC1CCCCN1C(=O)CSc1nc2ccccc2[nH]1 (configuration not stated)	-15	-0.9	22	2	-2	-16	4	17	0	-4
COCCc1ncc(CN2CCC(C(=O)Nc3cccc(-c4cscn4)c3)CC2)cn1	-4	-0.9	5	-1	-4	-11	-2	3	13	1
(continued)
SMILES	Rv3671c protease	BoNT A protease	VHR inh abs	PrPC TRFRET	Anthrax LF inh2	PriA SSB inh	3CLpro inhibitor	MazEF act	CCHFV vOTU inh	BoNT F protease
CCOC(=O)/C(=N/Nc1ccc(OC)cc1)N1CCCc2ccccc21	5	?	9	20	-18	·	-1	-11	9	?
COc1ccc(C(CC(=O)N2CCC3(CC2)OCCO3)NS(=O)(=O)c2ccc(C)cc2)cc1 (configuration not stated)	-5	0.0	16	13	-1	-5	0	-3	9	-4
Nc1nonc1-n1nnc(C(=O)N/N=C/c2ccoc2)c1CSc1ccccc1	-7	0.9	23	·	5	·	3	0	·	1
COc1ccc(/C=N/N2CCN(c3ccc(Cl)cc3)CC2)cc1O	-2	-2.5	-4	1	-5	·	1	2	-2	-19
CS(=O)(=O)c1ccc2nc(NC(=O)CN3CCC(Cc4ccccc4)CC3)sc2c1	-17	1.1	·	2	7	6	-8	-2	-1	-9
Cc1occc1C(=O)Nc1ccc(S(=O)(=O)N2CCN(C)CC2)cc1	10	-0.2	-24	-4	-2	-4	0	2	-4	-4
CCCNC(=S)Nc1ccc(Br)cc1	-4	-0.4	10	10	-4	-5	-5	2	4	?
C/C(=N\NC(=O)c1ccc2c(c1)OCO2)c1ccc(NC(=O)CCCC(=O)O)cc1	·	2.2	19	6	-4	·	1	3	-1	-9
CC1=C2C(=O)C3C(CC=C4CC(O)CCC43C)C2CCC12OC1CC(C)CNC1C2C (configuration not stated)	·	-2.4	5	6	7	-10	3	-5	6	-10
CC(=O)c1c(C)nn(C(C)CC(=O)O)c1C (configuration not stated)	3	-0.3	3	7	-2	-11	1	-3	8	-13
CCN(CC)c1ccc2cc(C(=O)c3cccs3)c(=O)oc2c1	·	54*	·	3	33*	·	·	·	17	32
Cc1ccc(-c2nnc(SCC(=O)NCCN3C(=O)CSC3=O)n2C)cc1	6	0.4	·	-8	-11	-14	·	9	-15	-6
O=C(Nc1ccc(F)c(Cl)c1)C1Cc2c(-c3cccc(F)c3)ccnc2O1 (configuration not stated)	·	-0.4	·	7	-2	·	·	·	15	-11
Cc1ccc(S(=O)(=O)N(C)C)cc1NC(=O)COC(=O)/C=C/c1cnc2ccccc2n1	1	0.6	93	3	-3	-4	-2	1	4	8
CCN(CC)CCCn1c2c(c(SCC(=O)Nc3ccc(C)c(F)c3)nc1=O)CCC2	-2	·	·	-2	·	-7	·	6	-4	·
CCOC(=O)/C(=N/O)C1=NC(C)(C)Cc2cc(C)c(C)cc21	-6	-0.1	21	11	-1	·	1	8	-13	-3
Cc1ccc([C@@H]2[C@@H]3C(=O)N(c4ccccc4)C(=O)[C@@H]3[C@]3(C)C(=O)N(CC4CC4)CC(=O)N23)o1	5	-0.7	9	0	-3	-8	-10	-4	2	-1
CC(=O)Nc1ccc(NC(=O)C(C)Oc2ccc(Cl)cc2Cl)cc1 (configuration not stated)	11	0.9	15	4	1	-7	9	1	8	7
NS(=O)(=O)c1ccc(N=C2C(=O)Nc3ccccc32)cc1	0	-1.2	19	-7	-15	-17	2	-3	-4	-9
CCCCCN1CC(=O)N2C(C)c3[nH]c4ccccc4c3C[C@H]2C1=O (some centres not stated)	3	-1.3	20	0	-5	11	-1	-4	9	-16
COc1ccc(C)cc1S(=O)(=O)N(CC(=O)Nc1cccc([N+](=O)[O-])c1)c1ccc(C)c(C)c1	-1	1.7	-11	0	5	5	-3	5	-12	10
O=C(N/N=C/c1ccc2c(c1)OCO2)c1ccc(NC(=O)c2ccccc2Cl)cc1	-40	-1.9	21	19	2	·	0	8	4	5
O=C(c1ccco1)N1CCCC(N2CCN(c3cccc(C(F)(F)F)c3)CC2)C1 (configuration not stated)	-4	-0.4	16	4	-1	-16	-1	7	-6	-4

5 of the compounds above, with values under each structure.
The line under a structure holds: Rv3671c protease, BoNT A protease, VHR inh abs, PrPC TRFRET, Anthrax LF inh2, PriA SSB inh, 3CLpro inhibitor, MazEF act, CCHFV vOTU inh, BoNT F protease
CCCNC(=S)Nc1ccc(Br)cc1
    -4, -0.4, 10, 10, -4, -5, -5, 2, 4, ?
CS(=O)(=O)c1ccc2nc(NC(=O)CN3CCC(Cc4ccccc4)CC3)sc2c1
    -17, 1.1, ·, 2, 7, 6, -8, -2, -1, -9
O=C(N/N=C/c1ccc2c(c1)OCO2)c1ccc(NC(=O)c2ccccc2Cl)cc1
    -40, -1.9, 21, 19, 2, ·, 0, 8, 4, 5
CCN(CC)CCCn1c2c(c(SCC(=O)Nc3ccc(C)c(F)c3)nc1=O)CCC2
    -2, ·, ·, -2, ·, -7, ·, 6, -4, ·
O=C(c1ccco1)N1CCCC(N2CCN(c3cccc(C(F)(F)F)c3)CC2)C1 (configuration not stated)
    -4, -0.4, 16, 4, -1, -16, -1, 7, -6, -4
